Screening data deposited in PubChem BioAssay by several laboratories.
NR2E3 ag-1: agonists of human nuclear receptor NR2E3 | Q9Y5X4 | GST-NR2E3/biotin-RetCOR TR-FRET, 1536-well | inhibition of corepressor binding, % at 4.78 µM | 320,000 compounds, 0.12% hits | AID 2300;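 active = percent inhibition above the cutoff of mean plus 3 SD of all tested compounds, set per screening campaign, cut at about 20% in these data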;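 also: 0% = DMSO wells and 100% = biotin wells as full block of FRET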
Target sequence (Q9Y5X4 whole entry, looked up): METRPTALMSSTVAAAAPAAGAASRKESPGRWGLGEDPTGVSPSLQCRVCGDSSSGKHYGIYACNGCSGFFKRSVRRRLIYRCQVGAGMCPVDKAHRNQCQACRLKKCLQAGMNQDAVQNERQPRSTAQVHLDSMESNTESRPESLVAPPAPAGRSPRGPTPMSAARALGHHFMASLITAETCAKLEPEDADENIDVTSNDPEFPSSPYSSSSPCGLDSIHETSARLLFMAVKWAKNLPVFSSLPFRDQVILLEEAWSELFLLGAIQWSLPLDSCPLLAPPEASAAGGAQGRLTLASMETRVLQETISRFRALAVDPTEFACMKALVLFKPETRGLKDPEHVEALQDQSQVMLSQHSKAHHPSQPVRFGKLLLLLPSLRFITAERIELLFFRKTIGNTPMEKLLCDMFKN
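System: GST-NR2E3 and biotin-RetCOR proteins; probe or stimulus: 7 nM biotin-RetCOR; doses: compound at 4.8 µM, single dose; schedule: Compound–protein incubation for 5 h at 4 °C; detection: time-resolved FRET; read-out: percent inhibition; controls: biotin wells as high control, 0.6% DMSO wells as low control; format: 1536-well plates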
aDG glyco act: alpha-DG glycosylation activation; Pro5-aDG cells, alpha-DG glycosylation AlphaScreen (IIH6); 0% Pro5, 100% B10-LARGE cell signal; activation, % at 10 µM; AID 624168; 360,000 compounds, 0.22% hits;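 active = activation of at least 8% versus controls, or a plate z-score of at least 8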;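 also: Pro5 are CHO cells carrying HIG-tagged alpha-DG that lacks glycosylation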
HIF-2a inh: blocks HIF-2a reporter activity; 786-0 RCC cells HIF-2a reporter, luciferase luminescence, overnight; inhibition, % at 18.8 µM; 360,000 compounds, 0.72% hits; AID 624352;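 active = inhibition of the luminescence signal of 40% or more relative to plate controls, in a single-dose primary screen at 18.75 µM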
iPSC survival up: hiPSC single-cell survival enhancement | ATPlite luminescence; 100% = ROCK inhibitor wells, 0% = DMSO | survival enhancement, % at 20 µM | 360,000 compounds, 0.044% hits; in the data active = survival enhancement above about 18%;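 also: cells exposed to compounds for 16 hours before the ATP read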
KKLEB tox: reduces viability of KKLEB cystic fibrosis airway cells; AID 602141; 360,000 compounds, 0.36% hits; KKLEB CF airway cells viability, ATPlite luminescence, overnight; stronger effect = lower value; cells stimulated with P. aeruginosa culture filtrate; activity change (cytotoxicity), % at 5 µM;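 active = corrected activity change at or below -50% at 5 µM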
NR2E3 ag-2: human photoreceptor-specific nuclear receptor agonism. AID 602229. Q9Y5X4. 360,000 compounds, 0.35% hits. inhibition of corepressor binding, % at 3.98 µM. CHO-S Gal4-NCOR/VP16-NR2E3 two-hybrid, luciferase;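 active = inhibition above the mean of all tested compounds plus 3 SD, cut at about 70% in these data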;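 also: 0% = DMSO with NR2E3 transfected cells and 100% = cells lacking NR2E3 construct; higher means lower luciferase signal from less NR2E3 corepressor binding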
CF NFkB block: inhibitors of cystic fibrosis induced NF-kB. KKLEB NF-kB-GFP reporter, PAF-induced, GFP fluorescence overnight. inhibition, % at 5 µM. 360,000 compounds, 0.86% hits;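 active = at least 50% inhibition at 5 µM, scaled per plate between neutral and stimulator controls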;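 also: PAF is a Pseudomonas aeruginosa culture filtrate used as stimulus; plate controls were PAF-stimulated DMSO wells for no effect and unstimulated DMSO wells for full effect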
TWEAK-Fn14 inh: inhibitors of TWEAK-Fn14 interaction signaling; AID 1159606; 360,000 compounds, 2% hits; TWEAK-stimulated Fn14 reporter cells, luciferase luminescence, 8 h; inhibition, % at 10 µM; in the data active = inhibition above about 50%
Shn3 3UTR inh: inhibitors of Schnurri-3 3'UTR reporter in osteoblasts; Clone20 osteoblast Shn3 3'UTR firefly luciferase, 24 h; 360,000 compounds, 0.52% hits; inhibition, % at 12.5 µM;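 active = mean inhibition of at least 75% with every replicate also reaching 75%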;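 also: 0% = median of neutral control wells and 100% = pilot-screen positive control compound; some compounds past the cut are filed as inactive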
Peg3 promoter: inhibitors of Peg3 promoter | HeLa PEG-Prom luciferase reporter, luminescence, overnight | inhibition, % at 20 µM | 360,000 compounds, 1.7% hits | AID 588405;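 active = inhibition of at least 50% at 20 µM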
TRPM1 prom inh: MITF TRPM1 promoter inhibition in SK-MEL-5 cells; SK-MEL-5 TRPM1 promoter luciferase, 24 h; inhibition, % at 12.5 µM; 330,000 compounds, 0.83% hits;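 active = mean inhibition across replicates of 60% or more, whatever share of single replicates reaches that level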; also: values of inactives mirror those of a sister screen read the other way
Starred values were filed as active, the others as inactive; x = no result given. Compounds were not picked by outcome; 4.4% or so of the library scored in one or more.

SMILES	NR2E3 ag-1	aDG glyco act	HIF-2a inh	iPSC survival up	KKLEB tox	NR2E3 ag-2	CF NFkB block	TWEAK-Fn14 inh	Shn3 3UTR inh	Peg3 promoter	TRPM1 prom inh
CC(C)(C)c1cc(CNC2CS(=O)(=O)C[C@@H]2O)cc(C(C)(C)C)c1O (stereo not given in full)	0	0.1	27	1.7	-10	-1	-1	-2	-1	4	5
C/C(=N/NC(=O)c1sc(NS(=O)(=O)c2ccc(C)cc2)nc1C)c1sc(N)nc1C	6	0.1	-7	-2.0	0	8	10	1	-11	17	3
O=C(c1ccccc1)c1ccc2c(c1)OCCOCCOCCO2	0	0.0	-42	0.3	4	-11	12	-16	2	-20	1
CCOc1ccccc1/C=N/NC(=O)c1cccc(S(=O)(=O)N2CCOCC2)c1	-2	-0.2	14	1.0	10	15	14	5	9	-10	11
COC(=O)c1c(C(=O)OC)c(-c2ccc(F)cc2)n2c1CS(=O)C2 (stereo not given)	-2	0.0	8	1.0	8	-3	-8	20	12	18	12
COC(=O)c1ccc2c(c1)NC(=O)C(N1CCCCC1)S2 (stereo not given)	2	0.1	-11	3.0	-9	-6	-17	2	17	12	0
CCOC(=O)c1cc(-c2csc(Nc3ccccc3Cl)n2)on1	-2	-0.2	15	1.9	5	-47	-9	-27	-8	10	4
O=C(NCc1ccncc1)[C@@H]1CCCN1C(=O)[C@H]1CCCN1C(=O)c1cccs1	x	-0.1	8	1.0	x	-11	x	1	x	x	x
NC(=O)NS(=O)(=O)Oc1ccccc1	2	0.0	-2	-0.1	9	-29	8	0	-30	-18	-4
O=C(O)c1ccccc1C(=O)O	-2	0.3	7	-1.7	9	-20	-13	-15	5	-8	7
Cc1cc(C)c2c(=O)n(-c3ccccc3)[nH]c2n1	-4	0.0	-136	-0.9	4	-81	-2	-6	-24	-110	-19
CC1CCc2cc(F)ccc2N1C(=O)CN1C(=O)c2ccccc2C1=O (stereo not given)	0	-0.2	28	-1.5	-4	-7	1	-4	-6	-14	-1
O=C(CN1c2cccc3cccc(c23)S1(=O)=O)NCc1ccc(F)cc1	x	0.0	13	-2.6	-5	20	-10	-5	-7	17	5
Cc1ccc(SCCNC(=S)Nc2ccc(C)c(C)c2)cc1	1	0.3	0	-1.9	-4	19	-19	13	-1	13	5
CCCCN1C(=O)C2NN=C(C(=O)OC)C2C1=O (stereo not given)	2	-0.2	11	-0.5	-5	-15	11	2	-5	-3	2
CCOc1ccc(Cl)cc1C1=CC(=O)C[C@H](c2ccc(OC)cc2)C1	3	0.2	17	-2.2	-14	-42	31	-9	11	11	19
O=C(OCCOc1ccccc1)c1n[nH]c2ccccc12	0	0.0	-288	0.3	8	-142	-3	2	-38	-317	-99
O=C(Nc1nc2ccccc2n1CCN1CCCCC1)C1CCCCC1	-2	0.3	17	-2.5	7	-1	-21	-72	13	-1	15
O=C(Cn1ncc2c(=O)oc3ccccc3c21)N1CCC(N2CCCCC2)CC1	-3	-0.4	5	0.4	-12	-8	4	3	5	-3	x
COc1ccc(N2CC(C(=O)Nc3nccs3)CC2=O)cc1 (stereo not given)	2	0.4	3	-3.1	-1	-6	6	-8	8	12	6
CCCCCCn1c(N2CCN(c3ccccc3)CC2)nc2c1c(=O)n(C)c(=O)n2C	-2	1.3	19	0.6	-6	-15	-10	29	51	18	-18
Cc1cccc(NC(=O)N2C3CCCC2CC(NC(=O)C2CC2)C3)c1 (stereo not given)	8	-0.1	-16	0.0	-13	-24	-5	12	5	6	-25
CCn1nc(C)c(NC(=O)c2cnn3c(C(F)F)cc(-c4ccccc4)nc23)c1C	1	0.4	16	-0.4	-25	2	15	-2	4	7	6
O=C(NCCOc1ccccc1F)c1ccc2c(=O)n3c(nc2c1)CCC3	3	0.2	-170	-0.3	-18	-160	-11	34	-50	-185	-44
Cc1cccc(C)c1OCc1cc(C(=O)NCC2CC2)no1	3	-0.3	-93	-0.1	8	-7	4	-20	-6	-30	-37

Following part:
SMILES	NR2E3 ag-1	aDG glyco act	HIF-2a inh	iPSC survival up	KKLEB tox	NR2E3 ag-2	CF NFkB block	TWEAK-Fn14 inh	Shn3 3UTR inh	Peg3 promoter	TRPM1 prom inh
CCOc1ccccc1NC(=O)CN1CCC(C(=O)c2ccc(F)cc2)CC1	2	0.4	10	0.5	-16	-9	6	4	16	33	0
Cn1nnnc1SCC(=O)Nc1ccc(N2CCOCC2)cc1	1	0.2	-10	0.8	-2	-13	-10	23	2	-17	3
Cc1ccc(S(=O)(=O)N2CCCC2CO)cc1 (stereo not given)	1	0.0	15	-0.8	10	-6	-11	-1	-6	9	-1
O=C(NN1C(=O)C2C3C=CC(O3)C2C1=O)c1cccc(Br)c1 (stereo not given)	5	-0.6	12	0.6	10	-22	-7	-6	3	0	4
CC(=O)N1CCc2cc(S(=O)(=O)Nc3cccc(C(F)(F)F)c3)ccc21	-1	1.3	13	1.1	-4	65	-1	1	56	22	9
CN(C(=O)COC(=O)CCC(=O)c1ccccc1)c1c(N)n(Cc2ccccc2)c(=O)[nH]c1=O	-2	-0.1	8	0.0	-5	-8	19	3	-8	3	1
Cc1ccc(C(=O)COC(=O)c2cccc([N+](=O)[O-])c2)s1	5	0.1	-61	-0.4	10	2	-12	-24	12	-120	-54
O=C1C[C@@H]2c3c(cccc3CN1Cc1ccc(F)cc1)C[C@@H](O)[C@H]2O	2	-0.2	6	-1.0	-2	2	-5	-9	10	15	-11
CCCCCOc1ccc(C(=O)NC(C(=O)O)C(C)C)cc1 (stereo not given)	-1	-0.3	-10	1.4	3	-3	-8	29	-2	3	-13
O=C(Cc1ccc(Br)cc1)Nc1ccc(S(=O)(=O)N2CCCC2)cc1	-2	0.3	12	-0.4	-12	-3	22	5	5	23	1
COc1cccc(C(C)(O)c2nc(-c3ccccc3OC)cs2)c1 (stereo not given)	x	0.1	3	1.6	-2	-14	0	-3	-10	18	x
COc1ccc(C2=NN(C(=O)CSc3nnc(C)n3C)C(c3ccco3)C2)cc1 (stereo not given)	0	0.5	-5	1.6	-16	2	1	5	15	-5	-13
CC(C)Cc1c(O)nc(SCC(=O)N2CCCCCC2)[nH]c1=O	3	-0.1	1	-0.4	-6	-23	-8	14	-8	-13	-3
CC1CC(CC(=O)Nc2nc(-c3ccccc3)cs2)C(=O)O1 (stereo not given)	0	-0.2	-47	3.7	4	-7	-1	-6	-23	-13	-30
COc1ccc(-c2[nH]ncc2Oc2ccccc2OC)c(O)c1	4	0.5	4	3.4	0	0	2	23	13	9	2
COc1ccc(-n2cnc3cc(NCc4ccco4)ccc32)cc1	4	0.3	-295	-1.6	-7	-137	3	9	-21	-257	-123
COc1ccc(/C(C)=N/NC(=O)c2ccccc2OCc2ccccc2)c(OC)c1	1	0.7	-189	0.3	-2	-48	21	-27	-22	-192	-41
CCOC(=O)c1ccc(NC(=O)Cn2nnc3ccccc32)cc1	-1	3.9	-223	-1.6	3	-34	-4	-2	36	-271	-38
Cc1ccc(S(=O)(=O)Nc2ccccc2N=Cc2c(F)c(F)c(F)c(F)c2F)cc1	x	3.9	20	1.8	-4	-33	-3	11	35	22	18
COc1ccc(-c2cc(C)no2)cc1S(=O)(=O)N1CC(=O)Nc2ccccc21	-1	-0.2	6	0.6	-1	-17	-13	9	-30	14	14
O=S(=O)(Nc1ccccc1)c1cccc2nonc12	0	-0.1	-11	-0.3	-15	-15	8	6	58	3	7
Cc1ccccc1NC(=O)CN1CCOCC1	x	-0.1	15	0.8	-13	15	20	4	-11	6	4
COc1ccc(C(NC(C)=O)c2c(O)ccc3ccccc23)cc1OC (stereo not given)	1	0.3	7	1.5	4	-5	12	-8	13	11	4
O=C(CCSCCC(=O)NCCN1CCOCC1)NCCN1CCOCC1	-3	-0.1	18	-3.4	5	-7	-8	0	0	-2	2
CC(=O)C1=NN(c2ccccc2)C(c2ccc3c(c2)OCO3)N1c1ccccc1 (stereo not given)	5	0.9	-13	-2.3	-7	-31	3	7	21	2	-4

Quoted at random: 3 entries already listed.
SMILES	NR2E3 ag-1	aDG glyco act	HIF-2a inh	iPSC survival up	KKLEB tox	NR2E3 ag-2	CF NFkB block	TWEAK-Fn14 inh	Shn3 3UTR inh	Peg3 promoter	TRPM1 prom inh
Cc1ccc(S(=O)(=O)N2CCCC2CO)cc1 (stereo not given)	1	0.0	15	-0.8	10	-6	-11	-1	-6	9	-1
COc1ccc(/C(C)=N/NC(=O)c2ccccc2OCc2ccccc2)c(OC)c1	1	0.7	-189	0.3	-2	-48	21	-27	-22	-192	-41
CC1CC(CC(=O)Nc2nc(-c3ccccc3)cs2)C(=O)O1 (stereo not given)	0	-0.2	-47	3.7	4	-7	-1	-6	-23	-13	-30

Next compounds:
SMILES	NR2E3 ag-1	aDG glyco act	HIF-2a inh	iPSC survival up	KKLEB tox	NR2E3 ag-2	CF NFkB block	TWEAK-Fn14 inh	Shn3 3UTR inh	Peg3 promoter	TRPM1 prom inh
CCc1ccc(S(=O)(=O)c2nnn3c2nc(N2CCOCC2)c2ccccc23)cc1	5	0.0	11	0.5	-4	1	-4	-5	-8	28	-1
O=C(CC1C(=O)NCCN1Cc1ccoc1)NCCCn1ncc2ccccc21 (stereo not given)	5	-0.5	2	-0.2	4	-19	-28	-1	-2	-3	-2
CC(c1ccccc1)n1c(-c2ccc(Cl)cc2)n[nH]c1=S (stereo not given)	0	0.0	12	-0.3	9	-6	-6	-13	22	14	-16
CC(COc1ccccc1)N1CCC(CO)(Cc2ccccc2)CC1 (stereo not given)	1	0.1	7	-0.4	-21	-10	6	2	-4	15	-4
CC(C)c1nc(SCC(=O)c2c[nH]c3ccccc23)n[nH]1	-3	0.0	-10	0.1	7	-3	-3	7	4	-11	15
CN(C)S(=O)(=O)N1CCc2ccccc2C1	-4	-0.1	11	1.0	14	-8	6	2	-15	4	15
O=C(O)[C@@H]1CCCN1S(=O)(=O)c1cccc2cccnc12	0	-0.1	-1	1.4	5	1	-4	1	10	-16	8
CC1CCCC(NC(=O)CCCCCn2c(=S)[nH]c3ccsc3c2=O)C1C (stereo not given)	x	-0.1	3	-2.8	-3	-17	-11	2	-2	10	x
COc1ccc(/C=N/n2cncn2)cc1CSc1ccccn1	0	-0.1	16	7.9	4	-13	-2	-7	-14	-6	0
CCOC(=O)CNC(=O)CSc1ncnc2c1nnn2-c1ccc(F)cc1	3	-0.1	5	-3.0	1	-3	11	30	-1	28	16
COc1cc(C=C(C#N)C(=O)c2ccccc2)cc(OC)c1OC	x	4.6	22	0.7	0	-18	1	8	6	2	x
COc1ccc(NCc2nnc(SCC(=O)N3CCCc4ccccc43)n2C)cc1	-2	0.2	-139	-3.0	3	-1	1	-8	0	-26	1
Cc1ccc(N(C(=O)c2ccccn2)C(C(=O)NC2CCCCC2)c2ccncc2)cc1 (stereo not given)	-1	0.1	-69	-0.2	-4	-33	-27	-3	-26	-15	-15
CCOC(=O)c1c(NC(=S)N2CCCCC2)sc2c1CCN(C(=O)OCC)C2	1	0.0	26	-0.3	-25	28	12	3	-3	29	x
